Screens deposited in PubChem BioAssay by National Center for Advancing Translational Sciences (NCATS).
Sm TGR inh: inhibitors of Schistosoma mansoni thioredoxin glutathione reductase; 360,000 compounds, 3% hits; Q962Y6; AID 485364; purified TGR, DTNB reduction, TNB absorbance 405 nm; Potency, µM (highest dose often 114 µM), for inactives: at the top dose activity change, negative = inhibition, usual class: inhibitors; further: potency means the concentration at half of the fitted maximal effect; nearly all actives have a fitted effect of over 60% in size
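Kinetic colorimetric format: TGR-catalysed, NADPH-driven DTNB reduction monitored via TNB absorbance. Enzyme dispensed at 20 nM; compound exposure 15 min at room temperature before reaction start.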
HCMV antiviral: inhibitors of human cytomegalovirus. HFF cells, HCMV-luciferase reporter, 72 h; active compounds read low. activity change, negative = inhibition, % at 57.5 µM. 410,000 compounds, 4.5% hits; in the data active means activity change below about -60%; inconclusive means no clear call, values can overlap the other calls; inactive means above about -39%
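HFF cells seeded 16 h at 37C, treated with compounds, infected with luciferase-reporter HCMV at MOI 1 PFU/cell; luciferase read at 72 h post infection, normalized to buffer-only and Salinomycin controls.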
AMA1-RON2 inh: inhibitors of Plasmodium falciparum AMA1-RON2 interaction | AlphaScreen AMA1-biotinylated RON2 peptide binding | Potency, µM (titrated, usually from 58.2 µM), inactives show at the highest dose activity change, negative = inhibition, most hits filed as inhibitors | 360,000 compounds, 0.2% hits;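 further: potency means the concentration at half of the fitted maximal effect; 0% = vehicle wells and -100% = peptide control; nearly all actives have a fitted effect of over 45% in size; some results filed as inactive show a strong effect at the top dose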
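AMA1 (3D7) with his tag at 25 nM final met compounds first, then biotinylated RON2 peptide at 25 nM; detection used donor plus acceptor beads, 10 µg/mL apiece, read by AlphaScreen after 30 min at room temperature.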
LmPK inh: LmPK (Leishmania mexicana) enzyme inhibition; Q27686; purified LmPK, Kinase-Glo ATP luminescence, 1 h; Potency, µM (highest dose often 57.5 µM), for the others: top-dose activity change, negative = inhibition, hits mostly inhibitors; AID 1721; 290,000 compounds, 0.37% hits; further: potency means the concentration at half of the fitted maximal effect
Target sequence (Q27686 whole entry, looked up): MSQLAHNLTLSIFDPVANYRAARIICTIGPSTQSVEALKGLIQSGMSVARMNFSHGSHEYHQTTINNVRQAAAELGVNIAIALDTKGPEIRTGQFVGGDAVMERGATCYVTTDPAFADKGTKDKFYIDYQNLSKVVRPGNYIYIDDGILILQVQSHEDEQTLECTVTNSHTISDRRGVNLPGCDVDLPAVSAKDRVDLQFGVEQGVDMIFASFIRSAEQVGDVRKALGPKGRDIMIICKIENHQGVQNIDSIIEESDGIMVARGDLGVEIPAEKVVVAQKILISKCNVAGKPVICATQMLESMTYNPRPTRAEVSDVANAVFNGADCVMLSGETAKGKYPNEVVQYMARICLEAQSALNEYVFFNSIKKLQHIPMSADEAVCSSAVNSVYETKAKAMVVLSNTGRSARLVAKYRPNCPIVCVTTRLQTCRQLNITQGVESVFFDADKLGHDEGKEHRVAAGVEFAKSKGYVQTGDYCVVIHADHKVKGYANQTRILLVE
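ATP generated from ADP (0.1 mM) and PEP (0.5 mM) by 0.1 nM LmPK over 1 h at room temperature (pH 7.2 imidazole buffer) was detected by coupled luciferase luminescence. Values were normalized to uninhibited and no-enzyme wells.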
AmpC no deterg: blocks E. coli AmpC beta-lactamase in detergent-free assay | P00811 | AmpC nitrocefin hydrolysis, absorbance 480 nm, 0.0001% Triton | Potency, µM (top dose mostly 57.1 µM), for the others: at the top dose activity change, negative = inhibition, hits mostly inhibitors | 330,000 compounds, 0.52% hits;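 further: potency means the concentration at half of the fitted maximal effect; plate controls were no compound for no effect and no enzyme for full effect; nearly all actives have a fitted effect of over 20% in size; some results filed as inactive show a strong effect at the top dose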
Target sequence (P00811 whole entry, looked up): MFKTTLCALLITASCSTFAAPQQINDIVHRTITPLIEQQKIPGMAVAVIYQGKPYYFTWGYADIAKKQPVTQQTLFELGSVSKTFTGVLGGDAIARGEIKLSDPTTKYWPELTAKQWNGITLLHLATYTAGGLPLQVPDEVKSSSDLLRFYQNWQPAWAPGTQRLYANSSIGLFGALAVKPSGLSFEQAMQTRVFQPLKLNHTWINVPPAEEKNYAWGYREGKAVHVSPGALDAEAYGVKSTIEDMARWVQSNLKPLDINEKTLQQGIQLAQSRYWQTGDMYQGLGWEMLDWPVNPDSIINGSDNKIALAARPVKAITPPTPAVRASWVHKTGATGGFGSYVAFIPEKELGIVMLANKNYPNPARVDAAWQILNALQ
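AmpC (5.3 nM in the dispensed reagent) in 20 mM phosphate pH 7.0 with 0.01% (detergent screen) or 0.0001% Triton X-100 was preincubated with compounds for 15 min at room temperature. Nitrocefin was then added from an 800 uM solution, and hydrolysis was followed at 480 nm.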
AmpC inh detg: AmpC beta-lactamase inhibition with detergent present | AmpC hydrolysis of nitrocefin, absorbance 480 nm, 0.01% Triton | AID 485294 | P00811 | Potency, µM (highest dose often 114 µM), for the others: at the top dose activity change, negative = inhibition, usual class: inhibitors | 370,000 compounds, 0.041% hits;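 further: potency means the concentration at half of the fitted maximal effect; 0% = no-compound wells and -100% = no-enzyme wells; nearly all actives have a fitted effect of over 25% in size; some results filed as inactive show a strong effect at the top dose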
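20 mM phosphate pH 7.0 + 0.01% (detergent screen) or 0.0001% Triton X-100; 5.3 nM AmpC reagent; cpd preinc 15 min RT; nitrocefin (800 uM stock) to start; A480 q20 s × 4 min; Activity was normalised to no-enzyme and no-compound control wells.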
TbPYK inhibitor: inhibitors of Trypanosoma brucei pyruvate kinase. 410,000 compounds, 0.12% hits. Q57TT1. AID 624173. TbPYK enzyme, Kinase-Glo Plus ATP luminescence, 45 min. Potency, µM (highest dose often 76.8 µM), inactives show top-dose activity, negative = inhibition, most hits filed as inhibitors; further: potency means the concentration at half of the fitted maximal effect; nearly all actives have a fitted effect of over 50% in size
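Assay buffer: 50 mM TEA pH 7.2, 100 mM KCl, 10 mM MgCl2, 0.05% BSA, 0.01% Tween-20. Pyruvate kinase from T. brucei plus substrate met compound, then ADP (130 uM final). Luminescence was read post 45 min RT.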
* hit, by the source's call; ? = inconclusive; . = no result given; [ ] = another dose, or the depositor's remark. Unless noted, the call rests on the fitted dose curve; in most records, active means well fitted curve in the direction sought with a large enough effect; inconclusive means small, poorly fitted or top-dose-only effect, or another doubt; inactive means no such curve, though single readings can be large; an effect the other way counts as inactive or inconclusive. Unless noted, on the % scale 0 is the no-effect control and ±100 the full control effect.

SMILES	Sm TGR inh	HCMV antiviral	AMA1-RON2 inh	LmPK inh	AmpC no deterg	AmpC inh detg	TbPYK inhibitor
CCOc1ccc(Oc2ccc(S(=O)(=O)N3CCOCC3)cc2N)cc1	7%	-16	-7%	0%	11%	-10%	-8%
Cc1ccccc1-c1nn(-c2ccc(F)cc2F)cc1CNCCCO	-12%[57.1 µM]	64	11%	-6%	-3%	0%	-3%
Cc1ccc([C@H]2N[C@]3(CCCN(Cc4ccc(Br)cc4)C3=O)[C@H]3C(=O)N(Cc4ccccc4)C(=O)[C@@H]23)cc1	.	-10	-12%	.	.	.	-5%
CCCC(=O)N(c1ccc(F)cc1)C1C=CS(=O)(=O)C1 (stereo not drawn)	-2%	9	-5%	1%	-4%	-12%	-1%
Cc1noc(NS(=O)(=O)c2ccc(NC(=O)c3cnc4n(c3=O)CCS4)cc2)c1C	-18%	-12	-5%	-4%	-19%	?	14%
CC(=O)Nc1ccc(NC(=O)C(Cc2ccccc2)NC(=O)C2CCCCC2)cc1 (stereo not drawn)	-1%	-17	8%	7%	-9%	-6%	6%
Cc1cc(NC(=O)CN2C(=O)/C(=C/c3ccccc3F)SC2=S)no1	0%	20	33%[activator]	7%	-48%	?	-1%
O=C(NCCCN1CCOCC1)C(=O)NCC1OCCN1S(=O)(=O)c1ccc(Cl)cc1 (stereo not drawn)	.	20	13%	.	.	.	-2%
Cc1ccccc1NC(=O)CCS(=O)(=O)c1cc(Br)cc2c1N(C(=O)C1CC1)CC2	11%	-2	.	.	.	19%	1%
CCCCn1c(N)c(N(CCOC)C(=O)c2ccc(-c3ccc(C(C)=O)cc3)o2)c(=O)[nH]c1=O	?	10	11%	.	-4%	-12%	-4%
Cc1ccc2nc(-c3ccccn3)cc(C(=O)Nc3ccc4c(c3)OCO4)c2c1	13%	-14	-9%	-1%	-13%	0%	-20%
C=CC[C@H](CC(=O)NCCO)C(=O)N[C@H](COC(=O)[C@H](CC=C)CC(=O)OC(C)(C)C)Cc1c[nH]c2ccccc12	.	-21	0%	.	261%[activator]	.	-4%
COCCn1c(SCC(=O)Nc2ccc(NC(C)=O)cc2)nc2c([nH]c3ccccc32)c1=O	-3%	84	26%	2%	-10%	?	-4%
CCCNC(=O)COCc1cc(-c2ccc(F)cc2)on1	9%	6	.	.	.	7%	-2%
CCCn1c(=N)c(C(=O)NC2CCCCC2)cc2c(=O)n3cc(C)ccc3nc21	-2%	6	.	.	.	-6%	1%

Of the compounds above, 2 contain two or more sulfur atoms:
SMILES	Sm TGR inh	HCMV antiviral	AMA1-RON2 inh	LmPK inh	AmpC no deterg	AmpC inh detg	TbPYK inhibitor
Cc1noc(NS(=O)(=O)c2ccc(NC(=O)c3cnc4n(c3=O)CCS4)cc2)c1C	-18%	-12	-5%	-4%	-19%	?	14%
Cc1cc(NC(=O)CN2C(=O)/C(=C/c3ccccc3F)SC2=S)no1	0%	20	33%[activator]	7%	-48%	?	-1%

2 entries from above in a different format:
CCOc1ccc(Oc2ccc(S(=O)(=O)N3CCOCC3)cc2N)cc1
  Sm TGR inh = 7%	HCMV antiviral = -16	AMA1-RON2 inh = -7%	LmPK inh = 0%	AmpC no deterg = 11%	AmpC inh detg = -10%	TbPYK inhibitor = -8%
Cc1ccccc1-c1nn(-c2ccc(F)cc2F)cc1CNCCCO
  Sm TGR inh = -12%[57.1 µM]	HCMV antiviral = 64	AMA1-RON2 inh = 11%	LmPK inh = -6%	AmpC no deterg = -3%	AmpC inh detg = 0%	TbPYK inhibitor = -3%

Further records:
SMILES	Sm TGR inh	HCMV antiviral	AMA1-RON2 inh	LmPK inh	AmpC no deterg	AmpC inh detg	TbPYK inhibitor
CCOc1cc(C2C(C(=O)OC)=C(C)NC3=C2C(=O)c2ccccc23)ccc1O (stereo not drawn)	5%	-9	.	.	.	0%	0%
O=C(O)c1ccccc1C(=O)NNc1ccc(F)cc1F	12%	91	-5%	-8%	-21%	8%	6%
Cc1ccc(S(=O)(=O)N2Cc3ccccc3CC2C(N)=O)cc1 (stereo not drawn)	.	-4	-11%	.	.	.	-7%
O=C(Nc1ccc(-c2nc3ccccc3[nH]2)cc1)C1CCCO1 (stereo not drawn)	11%	-10	0%	-12%	-33%	-11%	?
CCc1ccc(C(=O)COC(=O)c2cncc(Br)c2)cc1	2%	-37	19%	-2%	-31%	-10%	5%
CC(C)CN(C(=O)COC(=O)CCc1c[nH]c2ccccc12)c1c(N)n(Cc2ccccc2)c(=O)[nH]c1=O	0%	-34	-12%	.	-26%	-18%	-7%
COc1ccc(CCN2C(=NC(=O)C(C)C)SC3CS(=O)(=O)CC32)cc1OC (stereo not drawn)	2%	-2	-14%	-2%	-6%	2%	2%
Cc1ccc(S(=O)(=O)NCCC(=O)Nc2nnc(C)s2)cc1	5%	30	5%	0%	.	-1%	-11%
CCOC(=O)c1c(C)[nH]c(C(=O)OC/C(O)=C(\C#N)c2nc3ccccc3[nH]2)c1C	3%	.	133%[activator]	6%	-9%	?	2%
CCOc1ccccc1NC(=O)Cn1nnc(C(=O)NCc2ccc(F)cc2)c1N	12%	-13	.	.	.	1%	1%
Cc1ccc(S(=O)(=O)Nc2ccc(-c3csc(-c4ccccc4)n3)cc2)cc1	1%	-35	-1%	-1%	-35%	?	-1%
C#CCSc1nnnn1-c1ccc(Br)c(C)c1	10%	104	38%[activator]	7%	-7%	7%	3%
N#Cc1ccc(C(=O)OCC(=O)Nc2ccc(S(N)(=O)=O)cc2)cc1	9%	-33	-4%	-4%	-41%	?	0%
COc1cccc(/C=C/C(=O)OCCN2C(=O)c3ccccc3C2=O)c1	-3%	-12	22%	5%	9%	-7%	1%
CCOC(=O)CN(Cc1sccc1C)C(=O)Nc1ccc(OCC)cc1	-4%	-22	1%	0%	-18%	-9%	0%
COc1ccc(S(=O)(=O)N2CCOCC2)cc1NC(=O)C1CC1	.	-15	-1%	.	-11%	.	5%
O=C(NCCC1=CCCCC1)c1cnsn1	-1%	-32	1%	-9%	0%	-14%	-1%
C[C@H]1CN([C@@H](C)CO)C(=O)CCCn2cc(nn2)CO[C@@H]1CN(C)C(=O)Nc1cccc(Oc2ccccn2)c1	.	-6	11%	.	.	.	1%
COc1ccc(CN(Cc2ccc(C(=O)O)cc2)C(=S)Nc2ccccc2C)cc1OC	3%	-8	-5%	-2%	-14%	1%	-10%
C=C1CCN([C@H](C(=O)OCc2ccc(C)cc2)C(C)C)S(=O)(=O)c2ccccc21	4%	1	10%	3%	-11%	4%	-8%
COc1cc(/C=N/n2cnnc2)ccc1Oc1nc(Cl)ncc1F	7%	-29	-8%	-1%	-12%	0%	4%
NCCCCCc1nnc(SCC(N)=O)o1	7%	19	-6%	2%	-15%	3%	-3%
Cc1ccccc1-c1nn2c(=O)cc(CN3CCN(C(=O)c4ccc(C(C)(C)C)cc4)CC3)nc2s1	-13%	25	.	.	.	-8%	4%
Cn1c(SCC(=O)N2CCCc3ccccc32)nc2ccccc2c1=O	-1%	-80*	-2%	8%	16%	-2%	1%
CCCn1c(/N=C/c2ccccc2O)nc2ccccc21	-20%	4	0%	-4%	-12%	4%	-1%
O=C(CN1C(=O)c2ccccc2S1(=O)=O)c1ccccc1	-19%	-65*	10%	0%	-21%	?	-4%
CCc1nc2c(OCc3ccccc3C)cccn2c1N(C)C(=O)CC(C)C	.	5	5%	.	.	.	-3%
CC1CCN(c2c(NCc3ccc(C(=O)N4CCN(C5CCCCC5)CC4)cc3)c(=O)c2=O)CC1	-19%	?	-1%	1%	46%	?	6%
Cc1ccc(NC(=O)CCCCCN2C(=O)c3ccccc3C2=O)nc1	-4%	?	-15%	3%	-11%	1%	-19%
O=c1[nH]c(CN2CCN(S(=O)(=O)c3ccccc3C(F)(F)F)CC2)nc2sc3c(c12)CCCC3	-10%	-9	61%[activator]	1%	-20%	-2%	-2%
COc1ccc(S(=O)(=O)N2CCN(c3ccccn3)CC2)cc1[N+](=O)[O-]	7%	-25	-8%	2%	19%	-4%	-6%
CN(C)S(=O)(=O)c1cccc(NC(=S)N/N=C/C2CC=CCC2)c1 (stereo not drawn)	-1%	-34	35%[activator]	-10%	-57%	-6%	?
CCc1nnc(NC(=O)c2cc(C)nc3ccccc23)s1	-1%	-34	5%	4%	-14%[11.4 µM]	?	2%
N=C(N)SCCc1cccc(CCSC(=N)N)c1	.	-1	-2%	.	.	.	0%
CCC(C)NC(=O)c1ccc2nc(Cc3ccccc3)oc2c1 (stereo not drawn)	0%	-4	.	.	.	4%	4%
COC(=O)c1cc2sc(Cl)cc2n1CC(=O)Nc1cccc(SC)c1	-20%	-5	-5%	4%	-46%	3%	0%
Cc1ccc(C)c(C(=O)c2ccccc2NC(=O)c2ccccn2)c1	-24%	15	31%[activator]	-3%	3%	1%	0%
O=C1SCCC1NC(=O)C(c1ccccc1)c1ccccc1 (stereo not drawn)	21%	16	4%	1%	-36%	13%	-1%
O=S(=O)(Nc1ccc(Cl)cc1)c1ccc(N2CCOCC2)c(NC(=S)NCCN2CCOCC2)c1	-9%	-22	1%	-2%	41%	-11%	?
CC1(C)CC(=O)C/C(=N\NC(=O)C2CC23CCC3)C1 (stereo not drawn)	.	4	28%	0%	-11%	3%	-9%
O=C(Nc1cccc(S(=O)(=O)N2CCCC2)c1)c1cccnc1	-7%	14	0%	-9%	-11%	2%	-1%
O=C(c1ccco1)N1CCN(C(=O)c2ccc(Cn3cc(Br)cn3)o2)CC1	40µM*	35	-6%	1%	5%	?	-29%
N=c1c2c(n(Cc3ccc(Br)cc3)c3c1CCC3)CCCC2	-7%	-95*	2%	0%	25%	-12%	4%
Cc1ccc2c(CN3CCC(C(N)=O)CC3)cc(=O)oc2c1C	-11%	16	8%	5%	-3%	-12%	2%
Cc1cc(C)nc(NC(=S)Nc2ccc(F)cc2F)c1	0%	-20	9%	1%	3%[2.29 µM]	?	5%
O=C(NCc1ccc2c(c1)OCO2)C12CN(Cc3ccccc3)CC1C(c1cccc([N+](=O)[O-])c1)=NO2 (stereo not drawn)	-4%	-4	0%	5%	-36%	6%	0%
O=C(Nc1ccc(Cl)cc1)C1CC=CCC1C(=O)OCC(F)(F)C(F)F (stereo not drawn)	0%	?	14%	1%	-12%	-11%	3%
CCCCN(C(=O)C1CSC2(C)CCC(=O)N12)c1c(N)n(Cc2ccccc2)c(=O)[nH]c1=O (stereo not drawn)	-5%	-9	-13%	.	-9%	-3%	-14%
